High-throughput results (PubChem BioAssay)
p53ts 32C tox: p53ts cell cytotoxicity, permissive temperature; H1299-p53A138V at 32C, ATP luminescence viability, 24 h; Potency, µM (top dose mostly 46.1 µM), without a hit: at the highest dose activity change, negative = cytotoxicity, usual class: cytotoxic; 130,000 tested, 0.93% active; AID 924;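 further: 0% = DMSO and -100% = full killing by reference compound; nearly all actives have a fitted effect of over 55% in size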
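ATP-content luminescence (ATPlite) read-out after 24 h compound exposure at 32C in H1299-p53A138V cells (600/well). Tested up to 46 uM. Normalized to DMSO (0%) and 100 uM tamoxifen (100% killing); Hill-fit AC50.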
p53ts 39C tox: kills p53ts cells at the nonpermissive temperature; H1299-p53A138V viability at 39C, ATP luminescence, 24 h; Potency, µM (top dose mostly 46.1 µM), without a hit: at the highest dose activity change, negative = cell killing, most hits filed as cytotoxic; 130,000 tested, 1.5% active; further: nearly all actives have a fitted effect of over 55% in size
IkB sig inh: inhibitors of IkB signaling in ABC-DLBCL cells; ABC-DLBCL IkBa-CBG/CBR dual luciferase ratio, 4 h; response scale: scaled: untreated 0%, proteasome inhibitor 100%; Potency, µM (series often up to 57.1 µM), for inactives: top-dose IkBa stabilization activation; 110,000 tested, 0.04% active; AID 445; active means well fitted curve in the direction sought with a large enough effect in the signal ratio, not every such curve was filed as active; inconclusive means small, poorly fitted or top-dose-only effect, or a change in a side signal; the % refers to the signal ratio;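 further: the direction sought is a rising ratio; 0% = basal untreated cells and 100% = reference inhibitor full response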
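In this assay, an IκBα–CBG68 fusion accumulates when IKK-driven degradation is blocked; native CBR normalizes for cell number. OCI-Ly3 cells were treated 4 h with compound and doxycycline, then green and red light read after Chroma-Glo addition.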
Peg3 imprint: inducers of genomic imprint erasure in mouse ES cells. mouse ES Peg3-LacZ reporter, beta-gal luminescence, 40 h. 110,000 tested, 0.02% active. Potency, µM (top dose mostly 60.7 µM), inactives show at the highest dose activity change, positive = activation, hits mostly activators;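 further: 0% = negative control wells on the plate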
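Imprint erasure is scored as LacZ activity from the silenced maternal Peg3 allele in feeder-free female ES cells cultured 40 h with LIF. Luminescence is normalized to in-plate negative controls and fitted to the Hill equation.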
Numbers without * were called inactive; u = inconclusive; x = not tested or not shown; [ ] = dose if it differs, or a comment. Unless noted, the call rests on the fitted dose curve; in most records, active means well fitted curve in the direction sought with a large enough effect; inconclusive means small, poorly fitted or top-dose-only effect, or another doubt; inactive means no such curve, though single readings can be large; an effect the other way counts as inactive or inconclusive. Unless noted, on the % scale 0 is the no-effect control and ±100 the full control effect; potency means the concentration at half of the fitted maximal effect. No enrichment for hits; overall some 1.8% were active at least once.

item | Structure | p53ts 32C tox | IkB sig inh
1 | O=C(CN1CCN(C(=O)c2ccccc2)CC1)Nc1ncc(Br)cc1Br | 1% | 3.0%
2 | CCn1c(C)c(C)c2cc(C(=O)NCCc3ccc(C)cc3)ccc21 | 5% | u
3 | COc1ccc(CNC(=O)c2sc3nc[nH]c(=O)c3c2C)cc1 | -3% | -1.2%
4 | CCOC(=O)CSc1nc2ccccc2c(=O)n1C | 4% | x
5 | CC(C)OC(=O)CN1C(=O)c2ccccc2C1=O | -3% | -0.1%
6 | Cc1ccc2c(=O)cc(C(=O)Nc3sc4c(c3C(=O)NCc3ccccc3)CCCC4)oc2c1C | 5% | -1.0%
7 | CCOc1ccc(C(=O)NCCN(C)C)cc1 | 7% | -1.5%
8 | CCNC(=O)c1c(NC(=O)Cc2coc3ccc(CC)cc23)sc2c1CCCC2 | 7% | -0.9%
9 | O=C(NCCO)c1cc2ccccc2c(=O)s1 | -29% | -1.6%
10 | O=C(CCn1cnc2ccccc2c1=O)Nc1nc2c(s1)CCCC2 | 4% | -1.3%

item | Peg3 imprint | p53ts 39C tox
1 | -17% | 5%
2 | 17%[10.9 µM] | -22%
3 | 13%[10.9 µM] | -19%
4 | x | 22%
5 | 2% | 4%
6 | -37%[inhibitor][10.9 µM] | 16%
7 | 20% | 4%
8 | 9%[10.9 µM] | -18%
9 | -5% | 5%
10 | 2% | -4%

Additional compounds.
item | Structure | p53ts 32C tox | IkB sig inh
11 | O=C(Nc1ccc(Cl)cc1)C1CCCN(S(=O)(=O)c2ccc3[nH]c(=O)ccc3c2)C1 (configuration not stated) | -22% | u
12 | O=C(NCc1ccc(Cl)cc1)C1CCCN(c2ncnc3onc(-c4ccc(F)cc4)c23)C1 (configuration not stated) | -9% | 1.0%
13 | CCOC(=O)N1CCC(N(CCOC)C(=O)Nc2ccc(Cl)cc2)CC1 | 3% | -4.3%
14 | O=C(Oc1ccccc1)N1CCC[C@@]2(CCN(c3ccccn3)C2)C1 | -11% | -0.5%[11.4 µM]
15 | O=C(O)c1ccc(COc2cccc(CO)c2)cc1 | -1% | 3.9%
16 | COc1ccc(CNC(=O)CN(c2ccc(OC)cc2)S(=O)(=O)c2c(C)[nH]c(=O)[nH]c2=O)cc1 | 0% | 2.0%
17 | COc1ccc(OC)c(NC(=O)C2CC(=O)n3ncnc3N2)c1 (configuration not stated) | 6% | -0.4%
18 | CCCCCCSC1=C(C#N)C(c2ccc(C)o2)CC(=O)N1 (configuration not stated) | 8% | 0.4%
19 | Cc1cccc(NC(=O)CCCn2nc(C)c3c(C)n(-c4ccccc4)nc3c2=O)c1C | 9% | 2.1%
20 | CCCOC(=O)c1cccc(Nc2nc(CCC)cc(=O)[nH]2)c1 | 39%[activator] | u

item | Peg3 imprint | p53ts 39C tox
11 | u | 2%
12 | 17%[10.9 µM] | 2%
13 | -13% | 5%
14 | x | -6%
15 | -90%[inhibitor] | -2%
16 | -6%[10.9 µM] | -8%
17 | -20% | 13%
18 | -33%[inhibitor] | -11%
19 | u | 2%
20 | -17%[10.9 µM] | -19%

3 entries out of the list, sorted by molecular weight, falling.
item | Structure | p53ts 32C tox | IkB sig inh
16 | COc1ccc(CNC(=O)CN(c2ccc(OC)cc2)S(=O)(=O)c2c(C)[nH]c(=O)[nH]c2=O)cc1 | 0% | 2.0%
14 | O=C(Oc1ccccc1)N1CCC[C@@]2(CCN(c3ccccn3)C2)C1 | -11% | -0.5%[11.4 µM]
18 | CCCCCCSC1=C(C#N)C(c2ccc(C)o2)CC(=O)N1 (configuration not stated) | 8% | 0.4%

item | Peg3 imprint | p53ts 39C tox
16 | -6%[10.9 µM] | -8%
14 | x | -6%
18 | -33%[inhibitor] | -11%

(listing goes on)
item | Structure | p53ts 32C tox | IkB sig inh
21 | CCN(CC)S(=O)(=O)c1cccc(C(=O)Nc2nncs2)c1 | 5% | -1.2%
22 | COc1ccc2nc(N3CCN(C(=O)c4ccco4)CC3)sc2c1 | 2% | -2.3%
23 | COc1ccc(Cl)c2sc(NC(=O)c3ccc(S(=O)(=O)N4CCOCC4)cc3)nc12 | -3% | u
24 | COc1ccc(CNC(=O)c2cc(Nc3ccc(OC)cc3OC)nc3ccccc23)cc1 | -12% | u
25 | CC(=O)c1ccc(NC(=O)c2sc(-n3nc(C)c(CCC(C)C)c3C)nc2C)cc1 | -8% | u
26 | COc1cccc(NC(=O)C(=O)NCC(c2ccc3c(c2)OCO3)N2CCOCC2)c1 (configuration not stated) | -8% | u
27 | CN(C)/C=C/C(=O)c1nnn(C2CCCCC2)c1NC1CCCCC1 | 39%[activator] | u
28 | CCC1CN(C(=O)Nc2cc(C)cc(C)c2)c2ccccc2O1 (configuration not stated) | u | u
29 | CC(=O)N1C(=O)N(C)C2C1N(C(C)=O)C(=O)N2C (configuration not stated) | -4% | u
30 | O=C(COC(=O)c1ccccn1)Nc1cc(Cl)ccc1Cl | -3% | 0.7%

item | Peg3 imprint | p53ts 39C tox
21 | -15% | -2%
22 | 9%[10.9 µM] | u
23 | -3%[10.9 µM] | -7%
24 | -7%[10.9 µM] | -2%
25 | -14%[10.9 µM] | -25%
26 | -12%[10.9 µM] | u
27 | -10% | 55%[activator]
28 | -27%[10.9 µM] | u
29 | x | 0%
30 | -2% | 9%

(continued)
item | Structure | p53ts 32C tox | IkB sig inh
31 | CCc1nnc(NC(=O)c2ccc(OC)cc2OC)s1 | 16µM* | u
32 | O=C(NCc1cccs1)C1CCN(C(=O)NCc2ccccc2)CC1 | 6% | x
33 | CCCCCCCC#Cc1ccccc1/C=N/S(=O)c1ccc(C)cc1 (configuration not stated) | 3%[9.22 µM] | x
34 | Cc1cc(C)nc(SCCS(=O)(=O)Cc2ccccc2)n1 | 5% | -1.1%
35 | CC(C)CN(CC(C)C)c1nc(-c2ccc(Cl)cc2)nc2ccccc12 | 5% | u
36 | CCOCCCNC(=O)c1ccc(CS(=O)(=O)Cc2ccc(C)cc2)o1 | 18% | -0.1%
37 | O=C(COc1ccc(-c2nnco2)cc1)NC1CCCc2ccccc21 (configuration not stated) | 2% | 0.9%
38 | O=C(NC1CC2CCC(C1)N2C(=O)NC1CCCCC1)NC12CC3CC(CC(C3)C1)C2 (configuration not stated) | -9% | -1.2%
39 | COc1cccc(NC(=O)Cn2nnc(C(=O)NCc3ccc4c(c3)OCO4)c2N)c1 | -3% | u
40 | CCOc1cc(C2CC(=O)Nc3cc4c(cc32)OCCO4)ccc1O (configuration not stated) | 1% | 1.4%

item | Peg3 imprint | p53ts 39C tox
31 | -45%[inhibitor] | u
32 | x | -3%
33 | x | 1%[9.22 µM]
34 | -3% | 8%
35 | 6%[10.9 µM] | -7%
36 | -6% | -7%
37 | -17% | -5%
38 | x | 15%
39 | -5%[10.9 µM] | 13%
40 | -13%[10.9 µM] | 0%

New compounds follow:
item | Structure | p53ts 32C tox | IkB sig inh
41 | COc1ccc(C(C)C)cc1S(=O)(=O)NCCc1c(C)[nH]c2ccc(C)cc12 | 16% | u
42 | O=S(=O)(c1ccc(Cl)cc1)c1nc(-c2ccccc2)oc1N1CCN(c2ccccc2)CC1 | 1% | -1.7%
43 | CN(C)CCNCCN | -4%[9.22 µM] | 2.1%[11.4 µM]
44 | COc1ccc(OCCOCC(O)CN2CCOCC2)cc1 (configuration not stated) | -2% | -1.4%
45 | Cc1nc(C)c(C(=O)Nc2ccc(C)c(F)c2)o1 | 3% | 3.7%
46 | CN1CCN(CN2C(=O)C3C4C=CC(C3C2=O)C2C3C(=O)N(CN5CCN(C)CC5)C(=O)C3C42)CC1 (configuration not stated) | 4%[9.22 µM] | 1.5%[11.4 µM]
47 | CCOc1ccc(N2CC(c3nc(-c4cc(OC)c(OC)c(OC)c4)no3)CC2=O)cc1 (configuration not stated) | 4% | u
48 | O=C(Cn1c2ncccc2c(=O)n1-c1ccccc1)Nc1ccc(Cl)cc1C(F)(F)F | 0% | -0.2%
49 | CCN(C(=O)CCS(=O)(=O)c1cc2[nH]c(=O)c(=O)[nH]c2cc1C)c1ccccc1 | 8% | u
50 | CCOCc1nnc(NC(=O)COC)s1 | -5% | -0.7%

item | Peg3 imprint | p53ts 39C tox
41 | 4%[10.9 µM] | u
42 | u | -4%
43 | -9%[10.9 µM] | -8%[9.22 µM]
44 | -7% | -11%
45 | -36%[inhibitor] | 1%
46 | -1%[10.9 µM] | -6%[9.22 µM]
47 | -13%[10.9 µM] | -17%
48 | -4%[10.9 µM] | -15%
49 | 3%[10.9 µM] | 14%
50 | 1% | 7%

The list goes on:
item | Structure | p53ts 32C tox | IkB sig inh
51 | COc1cccc(NC(=O)c2cnc(SCC(=O)N3CCCc4ccccc43)n(C)c2=O)c1 | -1% | u
52 | CCc1ccc(NC(=O)CSc2nnc(Cc3cccn3C)n2-c2ccc(OC)cc2)cc1 | 25% | u
53 | CC(C)c1ccc2c(c1)CC[C@H]1[C@](C)(CN)CCC[C@]21C | u | x
54 | CCC1=C(OC(=O)N(CC)CC)N2C(=O)OC(=NCCc3c[nH]c4ccccc34)[C@]2(C)[C@H]2C1=CC[C@H]1C(=O)N(C)C(=O)[C@H]12 | 11% | x
55 | Cc1ccc2cc(CCNS(=O)(=O)c3ccc(F)cc3)c(=O)[nH]c2c1 | -9% | -0.7%
56 | Cn1c(SCC(=O)Nc2ccc(N3CCOCC3)cc2)nnc1-c1ccccc1 | -21% | -1.5%
57 | CCc1ccc(NC(=O)Cn2nnc(C(=O)NCCc3ccccc3)c2N)cc1 | 10% | -2.6%
58 | CCOC(=O)N1CCC(NC(=O)c2ccc(OC)c(CN3CC(=O)N4CCCC4C3=O)c2)CC1 (configuration not stated) | -1% | -1.0%
59 | COc1ccc(CN(C)C2CCCCC2)cc1 | -5% | 0.6%
60 | CCN1CCSc2ccc(C(=O)NCc3cccc(F)c3)cc21 | 13% | 4.1%

item | Peg3 imprint | p53ts 39C tox
51 | -20%[10.9 µM] | -25%
52 | -31%[inhibitor] | 45%[activator]
53 | -74%[inhibitor] | 16µM*
54 | -16% | 1%
55 | -18% | -16%
56 | -5% | -21%
57 | -7%[10.9 µM] | 15%
58 | 8% | 11%
59 | -13% | -3%
60 | -9%[10.9 µM] | -19%

Additional results
item | Structure | p53ts 32C tox | IkB sig inh
61 | O=S(=O)(Cc1ccccc1)N1CCCCCC1 | 11% | -2.6%
62 | CCc1cccc(NC(=O)NC2CCCCC2)c1 | 1% | 0.6%
63 | Cc1ccc(C(=O)COC(=O)CCCC(=O)Nc2cc(C(F)(F)F)ccc2Cl)cc1C | 11% | u
64 | Cc1cnc(CNc2ncncc2-c2c(C)noc2C)cn1 | 8% | 2.9%[11.4 µM]
65 | Cc1nc2ccccc2n1CC(=O)NCc1ccccc1 | 4% | 6.4%
66 | O=C(COC(=O)C1=COCCO1)NCCCc1ccccc1 | 2% | -0.7%
67 | COc1ccc(OC)c(NC(=O)CSc2nc3ccccc3nc2N2CCCCC2)c1 | 0% | 2.6%

item | Peg3 imprint | p53ts 39C tox
61 | -2% | 6%
62 | -22% | -3%
63 | -7%[10.9 µM] | -2%
64 | -20% | -4%
65 | -12% | -3%
66 | -12% | 8%
67 | 10%[10.9 µM] | 0%

Results in sequence from the entries so far.
IkB sig inh, nos. 62 to 66, in order: 0.6%, u, 2.9%[11.4 µM], 6.4%, -0.7%

Entries shown so far that contain a thiophene ring, fused or not:
item | Structure | p53ts 32C tox | IkB sig inh
3 | COc1ccc(CNC(=O)c2sc3nc[nH]c(=O)c3c2C)cc1 | -3% | -1.2%
6 | Cc1ccc2c(=O)cc(C(=O)Nc3sc4c(c3C(=O)NCc3ccccc3)CCCC4)oc2c1C | 5% | -1.0%
8 | CCNC(=O)c1c(NC(=O)Cc2coc3ccc(CC)cc23)sc2c1CCCC2 | 7% | -0.9%
32 | O=C(NCc1cccs1)C1CCN(C(=O)NCc2ccccc2)CC1 | 6% | x

item | Peg3 imprint | p53ts 39C tox
3 | 13%[10.9 µM] | -19%
6 | -37%[inhibitor][10.9 µM] | 16%
8 | 9%[10.9 µM] | -18%
32 | x | -3%
